ERp5 inh: ERp5 (human) disulfide isomerase inhibition; Q15084; ERp5 insulin aggregation, absorbance 650 nm, 90 min; inhibition, % at 9.99 µM; 350,000 compounds, 0.05% hits; AID 651711;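 active means mean replicate inhibition above about 25%, with every replicate also reaching it, limit read from the data, passing the limit was not always enough; inconclusive means only one of those two criteria met; inactive means neither criterion met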
Target sequence (Q15084 whole entry, looked up): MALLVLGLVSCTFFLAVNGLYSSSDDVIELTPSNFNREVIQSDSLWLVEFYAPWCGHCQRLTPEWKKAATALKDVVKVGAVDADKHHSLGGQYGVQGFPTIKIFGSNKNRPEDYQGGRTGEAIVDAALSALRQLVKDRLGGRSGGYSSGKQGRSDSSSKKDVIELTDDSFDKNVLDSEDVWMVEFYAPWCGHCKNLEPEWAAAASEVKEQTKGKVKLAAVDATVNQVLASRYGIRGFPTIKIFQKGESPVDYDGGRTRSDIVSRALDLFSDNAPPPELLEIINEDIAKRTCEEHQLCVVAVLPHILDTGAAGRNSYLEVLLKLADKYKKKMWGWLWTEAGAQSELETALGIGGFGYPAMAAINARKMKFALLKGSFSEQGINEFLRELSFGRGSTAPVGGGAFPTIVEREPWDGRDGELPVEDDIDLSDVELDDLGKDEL
C2C12 statin: protects C2C12 myotubes from simvastatin toxicity | 330,000 compounds, 0.78% hits | ATP luminescence, 48 h; scaled: DMSO 0, geranylgeraniol control 100 | AID 602340 | rescue of ATP level, % at 7.49 µM;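 active means mean ATP rescue above about 67%, or every replicate alone reaching that limit, limit read from the data, passing the limit was not always enough; inconclusive means no clear call, values can overlap the other calls; inactive means mean under the limit and some replicate under it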;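 further: myotubes were challenged with 10 µM simvastatin during compound exposure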
ARNT-TACC3 inh: disrupts binding between human ARNT and TACC3. AlphaScreen His-ARNT PAS-B/GST-TACC3 binding, luminescence; TACC3 fragment carries E629A point mutation. inhibition, % at 9.99 µM. 390,000 compounds, 0.66% hits. AID 623870;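 active means mean inhibition of replicates at least 50% and at least half of replicates each reaching 50%; inconclusive means half or more replicates reach 50% but mean below 50%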;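 further: 0% = complete ARNT plus TACC3 wells and 100% = ARNT alone without TACC3; many hits fall short of the cut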
esBAF inh: inhibitors of esBAF chromatin remodeling in mouse ES cells | Bmi1-luciferase knock-in reporter, 24 h; 100% = twice the neutral-well signal | reporter increase, % at 12.5 µM | 350,000 compounds, 2% hits; in the data active means activation above about 40%; inconclusive means no clear call, values can overlap the other calls;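 further: 0% = median of the plate's neutral control wells and 100% = double that signal; a rise in the Bmi1 reporter signal indicates esBAF inhibition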
SIRT5 inh: blocks human SIRT5 desuccinylation of peptide; Q9NXA8; Purified SirT5, succinyl-peptide AMC, trypsin-coupled fluorescence; inhibition, % at 15 µM; 330,000 compounds, 1.1% hits; AID 652115; in the data active means inhibition above about 15%; inconclusive means no clear call, values can overlap the other calls
Target sequence (Q9NXA8 whole entry, looked up): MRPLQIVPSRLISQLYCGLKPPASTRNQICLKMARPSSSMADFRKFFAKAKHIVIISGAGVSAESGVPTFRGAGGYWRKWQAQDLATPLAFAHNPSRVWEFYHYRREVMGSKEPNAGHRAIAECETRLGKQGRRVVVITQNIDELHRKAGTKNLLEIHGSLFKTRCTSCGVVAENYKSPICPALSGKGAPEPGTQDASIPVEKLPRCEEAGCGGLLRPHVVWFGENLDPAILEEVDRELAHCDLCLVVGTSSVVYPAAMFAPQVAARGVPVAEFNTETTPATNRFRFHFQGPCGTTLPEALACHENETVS
miR122 inh: inhibitors of miR-122 in Huh7 cells | Huh7 miR-122 Renilla luciferase sensor, 48 h; neutral wells = 0, positive control = 100 | activation (reporter increase), % at 12.5 µM | 340,000 compounds, 0.3% hits;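 active means mean replicate activation score at least 90 and every replicate individually at or above 90; inconclusive means only one of the two criteria met; inactive means neither criterion met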;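 further: higher luciferase means less miR-122 activity so hits act as miR-122 inhibitors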
Cneo AK release: Cryptococcus neoformans lysis via adenylate kinase release | 360,000 compounds, 0.2% hits | lysis activity, % at 15 µM | C. neoformans lysis, adenylate kinase release luminescence, 4 h; normalised: neutral wells 0, clomiphene wells 100;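 active means mean lysis activity across replicates of at least 80%, whatever share of replicates individually reach that level; inactive means mean lysis activity below 80%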
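Test system: log-phase Cryptococcus neoformans yeast cells. Input: 5 × 10^6 yeast cells/mL. Medium: fresh YPD growth medium. Doses: single dose. Incubation: static 4 h at 37 °C with compound, 1 h detection. Measured by: luminescent adenylate kinase detection reagent. Read-out: signal increase indicating cell lysis. Benchmarks: Clomiphene.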
An asterisk follows results filed as active; ? = inconclusive; · = not tested or not shown; & = joins results of further samples; [ ] = remark or other dose.

Compound | ERp5 inh | miR122 inh | ARNT-TACC3 inh | Cneo AK release | C2C12 statin | SIRT5 inh | esBAF inh
C[C@H]1CN([C@@H](C)CO)C(=O)c2cc(NS(=O)(=O)c3ccc(F)cc3)ccc2O[C@@H]1CN(C)Cc1ccc(Cl)c(Cl)c1 | -1 | 2[16.7 µM] | 1 | 0 | 43 | 0 | -6
CN(CCc1ccccc1)C(=O)c1ccc(NC(=O)Cc2cccc(NC(=O)C3CCN(S(=O)(=O)c4cccc([N+](=O)[O-])c4)CC3)c2)cc1 | -3 | · | -4 | 1 | 5 | 0 | 3
CCCN(CCC)CC(O)COc1ccccc1C(=O)Nc1ccccc1 (stereo not drawn) | 0 | · | 1 | · | · | -4 | ·
COc1ccc(Cl)cc1-c1nc(SCC(=O)N(C)CCC#N)n[nH]1 | 1 | 0 | 0 | -1 | -2 | -1 | -10
O=C(NCc1cccs1)C1CCCN(S(=O)(=O)c2cnc[nH]2)C1 (stereo not drawn) | 10 | -5 | 0 | -3 | -5 | · | -6
COc1ccc(NC(=O)N[C@H]2CC[C@@H](CCn3cc(-c4ccccc4F)nn3)O[C@H]2CO)cc1 | 7 | · | -2 | -2 | 6 | -4 | -1
CN(C)C(=O)c1cccc(-c2cnc3c(NC=O)cc(-c4cccc(F)c4)cn23)c1 | -1 | -3 | · | -3 | 0 | -1 | -3
C[C@@H]1CN([C@H](C)CO)C(=O)c2cc(C#Cc3ccc(F)cc3)cnc2O[C@H]1CN(C)C | -7 | 5[16.7 µM] | 5 | 5 | 12 | 6 | 6
C[C@@H]1CN([C@H](C)CO)C(=O)c2cc(N(C)C)ccc2O[C@@H]1CN(C)C(=O)Nc1ccccc1 | -7 | -3[16.7 µM] | 0 | -3 | -1 | 0 | -3
NCCCCCc1nnc(SCC(=O)Nc2cccc(Cl)c2)o1 | · | 0 | · | -2 | -6 | · | 8
CC1CCN(S(=O)(=O)c2cccc(S(=O)(=O)N3CCCC3)c2)CC1 | 0 | 0 | 8 | 4 | -1 | 2 | 5
C[C@H]1CN([C@@H](C)CO)C(=O)c2cc(NC(=O)NC3CCCCC3)ccc2O[C@H]1CN(C)Cc1ccc(C(=O)O)cc1 | -1 | 4[16.7 µM] | 3 | -3 | -15 | -5 | 3
Cc1ccc(S(=O)(=O)N2CCN(C(=O)CCC(=O)NCCc3ccc(S(N)(=O)=O)cc3)CC2)c(C)c1 | 2 | · | 0 | · | · | -1 | ·
C[C@H]1CN([C@@H](C)CO)C(=O)c2cc(-c3cncnc3)cnc2O[C@@H]1CN(C)Cc1ccccc1 | 2 | -1[16.7 µM] | -4 | -1 | 31 | -2 | -3
C[C@H]1CN([C@@H](C)CO)C(=O)c2cccc(NS(=O)(=O)c3ccc(F)cc3)c2O[C@@H]1CN(C)C(=O)Nc1ccc(F)cc1 | -7 | 3[16.7 µM] | -10 | -3 | -8 | -3 | -9
CCOc1ccc(C(=O)NCC(=O)NC(C)c2ccc(-n3ccnc3)cc2)cc1OCC (stereo not drawn) | 1 | -3 | -1 | -2 | 0 | -2 | -1
COc1cc(OC)c(CN2CCCCCCC2)cc1Br | ? | 11 | -1 | 1 | 14 | -5 | -2
COc1ccccc1NC(=O)N(C)C[C@H]1Oc2ncc(C#CC(C)C)cc2C(=O)N([C@H](C)CO)C[C@H]1C | 1 | -13[16.7 µM] | · | 2 | 3 | 1 | -17
O=C(CN(CC1CCCO1)C(=O)Cn1nnc(-c2ccc(F)cc2)n1)NC1CCCCC1 (stereo not drawn) | -2 | 4 | 3 | 0 | 4 | 1 | 0
CCCCS(=O)(=O)N1CCCC(C(=O)Nc2ccc(Cl)cn2)C1 (stereo not drawn) | 0 | 0 | -1 | -3 | -5 | 4 | -9

Three of the entries above in order of the ERp5 inh value, falling.
SMILES	ERp5 inh
Cc1ccc(S(=O)(=O)N2CCN(C(=O)CCC(=O)NCCc3ccc(S(N)(=O)=O)cc3)CC2)c(C)c1	2
O=C(CN(CC1CCCO1)C(=O)Cn1nnc(-c2ccc(F)cc2)n1)NC1CCCCC1 (stereo not drawn)	-2
C[C@@H]1CN([C@H](C)CO)C(=O)c2cc(N(C)C)ccc2O[C@@H]1CN(C)C(=O)Nc1ccccc1	-7

Next part
Compound | ERp5 inh | miR122 inh | ARNT-TACC3 inh | Cneo AK release | C2C12 statin | SIRT5 inh | esBAF inh
O=C1CN(c2ccccc2)C(=O)N1 | -1 | 4 | -29 | 1 | · | -1 | ·
FC(F)(F)Oc1ccc(NC(=S)NCc2ccccc2)cc1 | -3 | 41 | · | 10 | -12 | -1 | -2
CCn1c(COc2ccccc2)nnc1SCC(=O)Nc1ccc(N2CCOCC2)cc1 | 8 | -2 | · | -3 | -7 | -6 | -2
C[C@@H]1CN([C@@H](C)CO)C(=O)Cc2cc(NC(=O)CCC(F)(F)F)ccc2O[C@H]1CN(C)C(=O)Nc1ccccc1 | 6 | 0[16.7 µM] | -13 | -1 | -14 | -1 | 1
C[C@@H]1CN([C@@H](C)CO)C(=O)c2ccccc2-c2ccccc2CO[C@@H]1CN(C)S(=O)(=O)CC(F)(F)F | 0 | · | 13 | -3 | 0 | -3 | 4
Cc1ccc(N2N=C(c3ccc(F)cc3)CC2c2ccco2)cc1 (stereo not drawn) | 2 | · | -24 | · | · | 0 | ·
COc1ccccc1NC(=O)N1CCN(S(C)(=O)=O)CC1 | -3 | -4 | 0 | 0 | 4 | 2 | -2
Cc1ccc(S(=O)(=O)N(CC(=O)N/N=C/c2ccc(F)cc2)c2cccc3cccnc23)cc1 | · | -3 | -2 | -1 | -9 | · | 1
Cc1cn(C2OC(CC(=O)Oc3ccccc3)C(O)C2O)c(=O)[nH]c1=O (stereo not drawn) | -1 | · | -2 | · | · | -1 | ·
COc1ccccc1C(=O)NNC(=O)c1ccccc1 | 2 | 4 | 2 | -6 | 2 | -4 | -12
N#C/C(=C\c1ccc(Cl)cc1)c1nc2ncccc2[nH]1 | · | -3 | -1 | 6 | · | · | 37
CC(C)(CN1CCN(Cc2ccccc2)CC1)NS(=O)(=O)c1ccc(Cl)cc1 | 0 | 8 | -3 | -3 | 6 | -3 | 3
Cc1nc2ccccn2c1C(=O)NCC(C)C | -2 | · | -17 | · | · | -3 | ·
CCOC(CNC(=O)c1nnc(Cc2cc(OC)c(OC)c(OC)c2)o1)OCC | 1 | -3 | 0 | · | -17 | 1 | -2
COC(=O)c1ccc(C2CC(=O)Nc3cc(OC)c(OC)cc32)cc1 (stereo not drawn) | · | -9 | 15 | 1 | 1 | · | -6
Cc1ccc2cccc(S(=O)(=O)Nc3ccc4c(c3)OCO4)c2n1 | · | 86 | 15 | -2 | 15 | · | 4
COc1ccccc1CN(Cc1cc2cc(C)ccc2[nH]c1=O)Cc1nnnn1Cc1ccco1 | · | 2 | 8 | 2 | 1 | · | 9
Cc1ccc(S(=O)(=O)N2CCCN(C)c3nc4ccccc4nc32)cc1 | -6 | · | · | -2 | 2 | -2 | -9
Cc1nnc(SCC(=O)Nc2ccc(Cl)cn2)s1 | 4 | · | -7 | · | · | -1 | ·
CC(C)CCOc1ccc(C(CC(N)=O)C(=O)O)cc1 (stereo not drawn) | · | -3 | -14 | 2 | -1 | · | -11
CCOC(=O)c1cnc2ccc(C)cc2c1NCCO | · | -2 | 0 | 1 | -1 | · | 2
COc1ccc(NS(=O)(=O)c2csc(C(=O)N3CCCC3)c2)c(OC)c1 | -4 | 1 | -3 | -1 | 0 | -2 | 7
C=CCNC(=S)NNC(=O)C(CC(C)C)CC(C)O (stereo not drawn) | 2 | 7 | 14 | 1 | 5 | 0 | -3
C[C@H](CO)N1C[C@H](C)[C@@H](CN(C)C(=O)Nc2ccc(C(F)(F)F)cc2)Oc2ccc(NC(=O)c3ccncc3)cc2C1=O | 2&2 | -7[16.7 µM] | -5&-3 | 0&-1 | -56&9 | -4 | -2&-4
O=C(CCCNC(=O)/C(=C/c1ccc(F)cc1)NC(=O)c1ccccc1)OCc1ccccc1 | 0 | · | -10 | 11 | · | 2 | ·
COc1ccc2c(c1)cc(C(O)c1ccccn1)n2S(=O)(=O)c1ccccc1 (stereo not drawn) | · | 33 | 4 | -2 | · | · | ·
CCn1c(=O)c2sccc2n2c(CCCC(=O)NC3CCN(Cc4ccccc4)CC3)nnc12 | 6 | -1 | 4 | 18 | -2 | 0 | 1
COC(=O)CN1C(=S)N(c2ccc(Cl)cc2)C(=O)C1CC(=O)Nc1ccc(F)cc1 (stereo not drawn) | -2 | · | 3 | · | · | -1 | ·
O=C(COc1ccc(/C=N/NC(=O)c2ccccc2Br)cc1)Nc1ccccc1 | 4 | -5 | -1 | 0 | -3 | 3 | 9
CN(C)c1ccc2c(c1)[C@@H]1C[C@@H](CC(=O)NCc3ccccn3)O[C@@H](CO)[C@@H]1O2 | -5 | -3[16.7 µM] | 13 | 50 | 0 | 0 | -1
COC(=O)c1cc(NC(=S)NC(=O)c2ccccc2)ccc1N1CCOCC1 | 3 | 5 | 8 | 3 | 1 | 1 | -1
CCCCCCCCCn1ccc(=N)cc1 | -3 | -19 | 3 | -8 | · | 3 | ·
CN(CC(=O)NCC1CCCCC1)CC(=O)Nc1ccc(F)cc1 | 2 | -6 | 4 | 0 | 1 | 3 | 10
Fc1ccc2cc(-c3ccccc3)ncc2c1 | -2 | 0 | 20 | 2 | 2 | · | 61*
CCC(=O)Nc1ccc2nc(C)n(CC(=O)Nc3ccccc3)c(=O)c2c1 | 2 | -3 | -5 | -3 | 10 | -7 | 1
C/C=C/c1ccc2c(c1)O[C@H](CN(C)CC1CCCC1)[C@@H](C)CN([C@H](C)CO)S2(=O)=O | -1 | 66[16.7 µM] | 27 | 1 | -81 | 15* | -4
O=C(COc1c(Cl)cccc1Cl)NN1C(=O)CSC1=S | -1 | 2 | 2 | -1 | · | -2 | ·
Cc1ccc(CC2CC(=O)N(c3ccncc3)C2=O)cc1 (stereo not drawn) | · | -5 | -3 | 0 | 0 | · | -1
CCSc1ccccc1-c1nc(-c2ccncc2)no1 | 3 | 3 | 12 | 2 | 9 | -1 | 22
C/C(=N\NC(=O)c1ccc(C(=O)N/N=C(\C)c2ccco2)o1)c1ccco1 | -1 | 2 | 2 | -5 | -7 | -4 | 2
COCc1c(C(=O)OCC(=O)N2CCCC2=O)oc2ccccc12 | 9 | -10 | 5 | 0 | 13 | -1 | -3
COc1ccc(NC(=O)CN(C)C(=O)Cc2ccc(S(=O)(=O)N3CCOCC3)s2)cc1 | -2 | · | · | -1 | 1 | 0 | 3
COc1ccccc1N(CC(=O)N1CCOCC1)S(C)(=O)=O | 2 | -7 | 1 | 0 | -19 | 3 | 3
CCn1c(Cc2ccccc2)nnc1SC(C)C(=O)NC1CC1 (stereo not drawn) | -2 | -7 | -1 | 12 | 9 | -2 | -2
CC(C)(C)S(=O)(=O)c1cnc(-c2ccc(Cl)cc2)nc1N | 4 | · | -8 | · | · | -4 | ·
CC(C)(C)OC(=O)N1CCC(C(=O)Nc2cccc(C(=O)NCCCCc3ccccc3)c2)CC1 | 3 | -1 | 5 | 0 | -28 | -1 | -6
Fc1cnc(N/N=C/c2ccc(-c3ccc(Br)cc3)o2)nc1N1CCOCC1 | 0 | 2 | 21 | -2 | · | 0 | ·
C[C@H](NC(=O)c1ccco1)C(=O)Nc1cccc([N+](=O)[O-])c1 | -1 | · | -1 | · | · | -5 | ·
COC(=O)CSc1nnc(CNC(=O)c2cc(OC)c(OC)c(OC)c2)n1C | · | -6 | 0 | 1 | -6 | · | -6
O=C1C2C3C=CC(C2C(=O)N1C1CCCCC1)C1C(=O)N(C2CCCCC2)C(=O)C31 (stereo not drawn) | · | 0 | 1 | 0 | 4 | · | -1

Bioassay records from PubChem.

An unsorted share of the library; any-hit rate near 4%.
